Shn3 3UTR inh: Schnurri-3 reporter inhibition in Clone20 osteoblasts. 360,000 tested, 0.52% active. inhibition, % at 12.5 µM. Clone20 osteoblast Shn3 3'UTR firefly luciferase, 24 h;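 active = mean inhibition of at least 75% with every replicate also reaching 75%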;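 note: 0% = median of neutral control wells and 100% = pilot-screen positive control compound; some compounds past the cut are filed as inactive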
CF NFkB block: cystic fibrosis NF-kB activation inhibition; inhibition, % at 5 µM; AID 588850; KKLEB NF-kB-GFP reporter, PAF-induced, GFP fluorescence overnight; 360,000 tested, 0.86% active;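 active = at least 50% inhibition at 5 µM, scaled per plate between neutral and stimulator controls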;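 note: PAF is a Pseudomonas aeruginosa culture filtrate used as stimulus; plate controls were PAF-stimulated DMSO wells for no effect and unstimulated DMSO wells for full effect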
KKLEB tox: reduces viability of KKLEB cystic fibrosis airway cells; activity change (cytotoxicity), % at 5 µM; KKLEB CF airway cells viability, ATPlite luminescence, overnight; active compounds read low; cells stimulated with P. aeruginosa culture filtrate; 360,000 tested, 0.36% active;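 active = corrected activity change at or below -50% at 5 µM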
MITF TRPM1 inh: MITF TRPM1 promoter inhibition in SK-MEL-5 cells | AID 488899 | SK-MEL-5 TRPM1 promoter luciferase, 24 h | 330,000 tested, 0.83% active | inhibition, % at 12.5 µM;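 active = mean inhibition across replicates of 60% or more, whatever share of single replicates reaches that level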; note: values of inactives mirror those of a sister screen read the other way
Peg3 promoter: inhibitors of Peg3 promoter; 360,000 tested, 1.7% active; AID 588405; HeLa PEG-Prom luciferase reporter, luminescence, overnight; inhibition, % at 20 µM;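 active = inhibition of at least 50% at 20 µM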
PDI turbidity: PDI (human) enzyme inhibition. P07237. PDI insulin aggregation turbidity, A650, 90 min. inhibition, % at 10 µM. 350,000 tested, 0.052% active;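 active = mean inhibition across replicates of 30% or more, whatever share of single replicates reach that level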;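 note: absorbance from insulin aggregation driven by PDI reduction with DTT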
Target sequence (P07237 whole entry, looked up): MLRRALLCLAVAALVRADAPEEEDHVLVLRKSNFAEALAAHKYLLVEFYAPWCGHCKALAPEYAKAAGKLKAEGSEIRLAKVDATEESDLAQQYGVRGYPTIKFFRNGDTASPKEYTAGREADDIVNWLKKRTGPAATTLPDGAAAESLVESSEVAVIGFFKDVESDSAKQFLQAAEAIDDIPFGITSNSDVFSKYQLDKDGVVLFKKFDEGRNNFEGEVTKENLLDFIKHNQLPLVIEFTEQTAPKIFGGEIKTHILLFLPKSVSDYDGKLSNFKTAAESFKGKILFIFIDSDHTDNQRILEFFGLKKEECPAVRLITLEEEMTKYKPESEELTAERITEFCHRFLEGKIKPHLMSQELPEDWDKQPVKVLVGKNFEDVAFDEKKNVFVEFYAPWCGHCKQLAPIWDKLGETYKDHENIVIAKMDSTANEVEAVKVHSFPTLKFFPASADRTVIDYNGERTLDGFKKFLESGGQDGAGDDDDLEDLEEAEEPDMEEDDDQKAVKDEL
NR2E3 ag-1: activates human NR2E3 receptor. AID 602229. 360,000 tested, 0.35% active. inhibition of corepressor binding, % at 3.98 µM. Q9Y5X4. CHO-S Gal4-NCOR/VP16-NR2E3 two-hybrid, luciferase;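 active = inhibition above the mean of all tested compounds plus 3 SD, cut at about 70% in these data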;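 note: 0% = DMSO with NR2E3 transfected cells and 100% = cells lacking NR2E3 construct; higher means lower luciferase signal from less NR2E3 corepressor binding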
Target sequence (Q9Y5X4 whole entry, looked up, the tested form may be a part): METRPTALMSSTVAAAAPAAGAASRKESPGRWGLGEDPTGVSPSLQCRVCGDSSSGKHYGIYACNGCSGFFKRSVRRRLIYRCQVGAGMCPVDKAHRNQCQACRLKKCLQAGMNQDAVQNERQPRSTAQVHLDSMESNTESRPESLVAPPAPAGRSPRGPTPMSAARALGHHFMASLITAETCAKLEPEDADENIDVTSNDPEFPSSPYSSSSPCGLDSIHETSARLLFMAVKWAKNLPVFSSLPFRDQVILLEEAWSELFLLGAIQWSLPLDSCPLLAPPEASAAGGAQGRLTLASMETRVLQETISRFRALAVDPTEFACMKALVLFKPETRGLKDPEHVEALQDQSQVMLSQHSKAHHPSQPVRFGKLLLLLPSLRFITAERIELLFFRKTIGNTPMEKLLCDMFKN
Vif inh: blocks HIV Vif function. 340,000 tested, 0.35% active. AID 602346. HEK293T cells, Vif self-association by quenched fluorescence, imaging, 24 h. inhibition, % at 7.49 µM; in the data active = inhibition above about 50%, passing the limit was not always enough; note: some results filed as inactive read as strong as hits
NR2E3 ag-2: activates human photoreceptor nuclear receptor NR2E3 | 320,000 tested, 0.12% active | AID 2300 | inhibition of corepressor binding, % at 4.78 µM | GST-NR2E3/biotin-RetCOR TR-FRET, 1536-well;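 active = percent inhibition above the cutoff of mean plus 3 SD of all tested compounds, set per screening campaign, cut at about 20% in these data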;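 note: 0% = DMSO wells and 100% = biotin wells as full block of FRET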
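system = GST-tagged NR2E3 plus biotinylated RetCOR corepressor | input = 1.35 nM GST-NR2E3 | also added = 7 nM biotin-RetCOR | schedule = 5 h incubation at 4 °C | measured by = TR-FRET with europium anti-GST and streptavidin-D2, 340 nm excitation | read-out = percent loss of FRET ratio relative to control wells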
CaV13 FRET inh: Primary screen for inhibitors of IQ motif and Ca2+-dependent inactivation inhibitor domain binding in CACNA1D, Förster resonance energy transfer in living cells, …; inhibition, % at 12.3 µM; 340,000 tested, 0.098% active; AID 743397; HEK cells, CFP/YFP FRET ICDI-IQ, plate reader, 10 min; percent FRET-ratio fall versus neutral wells;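 active = mean replicate inhibition of at least 30% and at least 1% of replicates passing that level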;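 note: 0% = median of the neutral control wells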
HIF-2a block: inhibitors of HIF-2a | 786-0 RCC cells HIF-2a reporter, luciferase luminescence, overnight | inhibition, % at 18.8 µM | 360,000 tested, 0.72% active;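 active = inhibition of the luminescence signal of 40% or more relative to plate controls, in a single-dose primary screen at 18.75 µM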
Numbers without * were called inactive; . = not tested or not shown.

SMILES	Shn3 3UTR inh	CF NFkB block	KKLEB tox	MITF TRPM1 inh	Peg3 promoter	PDI turbidity	NR2E3 ag-1	Vif inh	NR2E3 ag-2	CaV13 FRET inh	HIF-2a block
CC(=O)Cn1cnc2c(cnn2-c2ccc(F)cc2)c1=O	-22.0	5.7	0.9	.	-96.3	5.2	-50.2	4.6	.	-8.7	-136.6
COc1ccc(N=C2SC(C(=O)N3CCN(c4ccccc4)CC3)CC(=O)N2C)cc1 (configuration not stated)	5.3	2.4	-1.3	.	-6.3	.	-16.3	-0.4	1.8	-7.7	16.8
Cc1ccc(SCc2cc(=O)[nH]c(/N=C(\N)Nc3cccc4ccccc34)n2)cc1	43.9	10.5	-9.3	-9.6	29.6	-1.7	-10.1	4.9	1.9	-7.6	24.0
CC(C)(C)OC(=O)NCCCCCc1nnc(SCC(=O)Nc2cccc(Cl)c2)o1	11.0	5.9	-0.9	11.1	-1.8	-11.4	-2.7	-7.6	3.7	-4.3	-1.6
Brc1ccc(C2=Nc3cccc4cccc(c34)N2)o1	6.3	-3.8	-1.8	-2.7	-33.2	3.0	-27.9	13.6	-1.9	-6.8	-11.3
CCc1nc2ccc(C(=O)Nc3cccc(OCC(=O)N(C)C)c3)cn2c1N(C)Cc1ccc(OC)cc1	39.0	18.5	-12.6	.	71.7*	4.9	22.2	-17.0	.	-5.9	-2.8
CCCS(=O)(=O)NC(=O)C1(C)CCN(C(=O)COCc2ccccc2)C1 (configuration not stated)	-15.4	-10.7	-36.1	.	10.3	5.6	11.7	7.0	.	-7.5	9.3
CCNc1ccc(C(=O)OCC)cc1NC(=O)c1cccc(S(=O)(=O)N(C)c2ccccc2)c1	15.4	12.2	-4.2	5.4	15.4	-10.6	-22.9	-12.3	3.5	-2.7	30.8
CCNC(=O)N(C)C[C@H]1N[C@@](C)(C(=O)OC)[C@H]2C(=O)N(Cc3ccccc3)C(=O)[C@@H]12	2.8	-7.6	15.9	-4.0	5.8	1.6	-4.6	-5.1	.	-13.7	1.3
COc1cc(C2C3=C(CCCC3=O)Nc3[nH]n(-c4ccccc4)c(=O)c32)cc(OC)c1OC (configuration not stated)	5.6	8.6	0.0	4.2	-3.4	-0.9	8.8	7.2	-0.7	-4.8	8.2
Cc1cccc(C)c1Cn1c(C)c(C(=O)NCc2cccc(Cl)c2)sc1=O	6.7	10.9	-6.4	.	0.3	12.4	-16.0	-0.7	.	4.5	-30.7
Cc1nn(CC(=O)N(C)C)c(=O)c2ccccc12	3.7	1.8	-7.9	2.7	17.3	-4.6	1.9	10.7	1.4	-5.4	8.9
COc1ccc(Cl)cc1C(=O)NNC(=O)C1COc2ccccc2O1 (configuration not stated)	-11.5	7.3	-27.8	11.4	-1.9	1.9	-4.8	-7.5	1.1	-7.0	1.8
C=CCNC(=O)COc1ccc(N(C)S(=O)(=O)c2ccc(NC(C)=O)cc2)cc1	17.5	-7.5	5.6	0.5	6.9	4.3	12.2	6.2	-0.4	-6.5	11.8
O=C(CCC(=O)N1CCN(S(=O)(=O)c2ccc(Cl)cc2)CC1)Nc1cccc(Br)c1	5.2	-1.4	14.2	-10.5	16.2	9.8	2.9	-4.6	0.0	-5.1	15.0

Of the compounds above, two have bromine.
SMILES	Shn3 3UTR inh	CF NFkB block	KKLEB tox	MITF TRPM1 inh	Peg3 promoter	PDI turbidity	NR2E3 ag-1	Vif inh	NR2E3 ag-2	CaV13 FRET inh	HIF-2a block
Brc1ccc(C2=Nc3cccc4cccc(c34)N2)o1	6.3	-3.8	-1.8	-2.7	-33.2	3.0	-27.9	13.6	-1.9	-6.8	-11.3
O=C(CCC(=O)N1CCN(S(=O)(=O)c2ccc(Cl)cc2)CC1)Nc1cccc(Br)c1	5.2	-1.4	14.2	-10.5	16.2	9.8	2.9	-4.6	0.0	-5.1	15.0

(more compounds)
SMILES	Shn3 3UTR inh	CF NFkB block	KKLEB tox	MITF TRPM1 inh	Peg3 promoter	PDI turbidity	NR2E3 ag-1	Vif inh	NR2E3 ag-2	CaV13 FRET inh	HIF-2a block
Cc1ccc2c(CC(=O)O)coc2c1C	14.5	-0.4	8.7	9.7	12.1	-2.9	17.2	21.6	-2.8	-5.2	16.9
CC12C(=O)N(c3ccccc3)C(=O)C1C(c1ccccc1)N1CCCN12 (configuration not stated)	-5.6	6.2	-0.7	-7.6	8.0	0.7	0.6	-2.7	1.0	4.8	21.9
COc1ccc(C(=O)Nc2cc(C)nn2-c2nc3ccccc3[nH]2)c(OC)c1	11.9	-22.4	-1.7	0.4	11.1	9.4	-38.5	-8.0	5.4	-2.3	-48.7
O=c1[nH]c2ccc(Cl)cc2c(-c2ccccc2)c1N1CCOCC1	-3.1	24.0	-16.7	-2.0	32.8	3.5	17.9	.	0.8	-5.6	-7.2
C=CCn1c(SCc2cc(=O)n3ccsc3n2)nc2scc(C3CC3)c2c1=O	8.9	3.2	-30.6	-18.7	21.0	0.1	3.9	-6.0	-2.0	-5.7	16.1
COc1cccc(C(=O)NNc2nc(C)cc(C)n2)c1	-4.7	3.0	18.4	-12.8	9.1	0.9	-13.9	-3.8	2.3	-19.7	18.0
C#CCOc1ccc(/C=C2/C(=O)N(c3cccc(C(=O)O)c3)N=C2C)cc1OC	-20.9	-22.6	10.1	9.4	-1.4	-24.3	1.2	-1.3	16.9	-0.1	2.9
Cn1c(=O)c(=O)n(C)c2cc(N3CCOCC3)c(NS(=O)(=O)c3ccc(Br)cc3)cc21	-3.5	2.5	1.1	-6.8	-2.9	1.6	-31.9	-2.2	1.8	-4.7	13.3
Cc1ccc2cc(CN(C(=O)C3CCCO3)C3CCCCC3)c(=O)[nH]c2c1 (configuration not stated)	7.1	-28.7	9.2	-5.8	3.3	8.8	7.4	-10.1	-2.8	-5.5	8.0
C[C@@H]1CN([C@H](C)CO)C(=O)CCCn2nncc2CO[C@@H]1CN(C)C(=O)Nc1ccc2c(c1)OCO2	2.8	-35.7	0.9	.	-22.4	11.1	-7.2	.	.	-9.4	3.3
CCCC1(c2ccccc2)NC(=O)N(CC(=O)Nc2cc(C)on2)C1=O (configuration not stated)	-14.2	-2.7	-5.5	-1.1	-0.9	1.9	-3.4	20.1	1.9	-6.7	13.5
Cc1ccc2nc(SCC(=O)Nc3ccc(Cl)cc3)nc(=O)n2c1	5.9	27.0	-17.5	-10.1	-40.0	-4.0	-5.2	-2.9	-2.1	-5.1	-26.4
Cc1ccc(C)n1/N=C1/NC(=O)CS1	-8.7	8.0	0.9	5.7	9.0	-11.1	-59.6	8.4	3.1	-4.9	17.4
O=C(NCCN1CCOCC1)/C(=C\c1ccc(F)cc1)NC(=O)c1ccccc1	9.4	-40.8	2.5	4.9	-14.4	3.5	-11.8	-7.9	-1.9	-14.8	4.1
O=C(O)CSc1nc(SCc2ccccc2Cl)nc2c1CCCC2	0.3	2.5	-5.8	-9.0	13.5	12.0	24.2	7.2	1.0	-5.0	12.1
O=C(O)CCCCCN1C(=O)C2CCCCC2C1=O (configuration not stated)	-12.9	-6.1	-1.9	1.6	5.4	0.1	-19.4	8.7	4.5	-3.3	11.0
CCOC(=O)c1ccccc1NC(=O)COC(=O)CSC(C)C(=O)Nc1cc(C)on1 (configuration not stated)	6.7	-26.2	-1.9	0.9	-7.7	-3.1	-24.4	15.7	-0.6	-6.1	17.8
Cc1ccc(C)c(N(C(=O)c2csnn2)C(C(=O)NC2CCCC2)c2ccncc2)c1 (configuration not stated)	-20.7	1.4	-3.4	1.6	0.9	5.4	-45.8	-1.6	3.4	-3.5	10.5
COc1ccc(-c2ccc(C(=O)Nc3cccc(Oc4ccccc4)c3)c3occc23)c(C)c1	17.9	-19.4	7.6	.	-20.8	8.0	-20.8	-13.9	.	-4.4	-28.3
O=C(NCC1CCCCC1)C1(CC2CC(c3cccc(Br)c3)=NO2)CCNCC1 (configuration not stated)	-22.9	2.2	-9.1	65.1*	99.1*	1.2	-1.9	-1.1	2.9	-3.7	-29.9
Cc1cc(N2CCCC(C(=O)Nc3cccc4ccccc34)C2)n2ncnc2n1 (configuration not stated)	12.6	2.6	-14.5	16.3	11.9	-6.4	8.7	10.6	-0.2	-0.1	27.9
CCCc1cc(=O)n2nc(N3CCC(C(=O)N4CCN(c5cccc(OC)c5)CC4)CC3)sc2n1	36.0	-10.6	0.0	17.4	-2.5	-3.7	2.2	-3.0	-0.5	-8.1	7.3
COc1cc2c(cc1OC)CN(CC(=O)NC(=O)NC(C)(C)C)CC2	-1.7	7.4	1.3	-15.0	5.8	-0.5	-7.0	6.1	1.1	5.6	21.2
Cc1ccsc1C(=O)N1CCC1(C)C(=O)NS(=O)(=O)c1ccccc1C(F)(F)F (configuration not stated)	-15.7	4.7	5.1	.	-6.4	-0.6	-14.2	-8.4	.	-4.0	-0.1
N#CCCSC(=S)C1CCCC1=N (configuration not stated)	4.6	11.2	-6.5	.	-15.1	-1.9	10.0	-6.9	.	-17.1	-4.6
Cc1ccc(-c2ccc(CCC(=O)O)n2NC(=O)c2ccc([N+](=O)[O-])cc2)cc1	8.3	-18.8	5.3	-1.7	-16.1	-0.2	-27.6	14.7	3.2	-3.3	15.5
Cc1cccc(C)c1NC(=O)c1ccc2sc([C@@H]3O[C@H](CO)[C@H](O)[C@H](O)[C@H]3O)nc2c1	-15.7	-18.1	19.0	.	2.6	7.3	-33.0	-5.8	.	-3.3	13.9
Cc1csc(=O)n1CCC(=O)OCc1nnc(-c2ccc([N+](=O)[O-])cc2)o1	20.6	-16.3	7.5	-0.2	8.8	1.0	-0.1	-2.1	0.2	-4.6	7.6
Cc1cc(C)cc(NC(=O)Cn2nnc(C(=O)NCc3ccco3)c2N)c1	24.9	7.3	-0.7	3.5	8.4	3.2	-12.2	-2.3	-2.5	-3.0	15.8
COc1cc(C(=O)NCCNC(=O)c2ccco2)cc(OC)c1OC	17.8	1.3	-15.3	2.9	-36.2	7.4	-3.3	39.8	.	-6.1	-110.3
O=[N+]([O-])c1ccc(NN=C(Oc2ccccc2)c2ccc([N+](=O)[O-])cc2)cc1	17.8	-6.1	-1.3	.	-17.2	-6.0	-23.5	14.1	.	-7.8	-26.7
Clc1ccc(OCCn2ccnc2)c2ccccc12	8.7	17.3	-6.5	1.9	2.0	-0.3	-41.2	-9.8	2.9	-3.0	13.5
O=C(Nc1ccc(S(=O)(=O)N2CCOCC2)cc1)c1cccs1	12.1	12.8	-4.9	2.1	1.6	-3.9	-14.2	26.3	2.0	-4.2	-5.0
CCOC(=O)c1cccc(NC(=S)NC(=O)c2cccnc2)c1	2.4	12.0	2.7	1.4	4.4	-9.2	-23.2	-1.0	0.6	-4.9	-21.0
